S100A4 inh HTS = inhibitors of S100A4-myosin IIA peptide binding, primary screen, biochemical, fluorescence polarization, TAMRA-MyoIIA peptide. Protein S100-A4 (Homo sapiens), P26447. inhibition, % at 10.7 µM. 360,000 compounds, 0.14% hits;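 active means mean inhibition of at least 70% across replicates, with every replicate also reaching that level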
Target sequence (P26447 whole entry, looked up): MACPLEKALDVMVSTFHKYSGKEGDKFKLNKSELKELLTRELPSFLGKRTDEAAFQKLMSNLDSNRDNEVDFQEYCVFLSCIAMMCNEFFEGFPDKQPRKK
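assay system = human S100A4 monomer with TAMRA-labelled myosin IIA peptide | also added = labelled myosin peptide probe, 5 nM | incubation = 5 min between mix addition and reading | control set = DMSO and TFP controls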
LGR2 inh = inhibitors of bursicon-induced LGR2 CRE-luciferase signal, primary screen, cell-based, HEK293, CRE-luciferase reporter, bursicon stimulation. Drosophila bursicon receptor LGR2 (rickets). 380,000 compounds, 0.35% hits. inhibition, % at 9.99 µM. bursicon-stimulated, 4 h. AID 720647, 2013;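 active means drop in luminescence signal, shown as inhibition above about 50% in the replicate tests, limit read from the data, passing the limit was not always enough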;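 further: agonist challenge used bursicon conditioned medium at about half maximal strength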
ERAP1 HTS inh = human ERAP1 aminopeptidase inhibitors, primary screen, biochemical, single point, plate reader; Endoplasmic reticulum aminopeptidase 1 (Homo sapiens), Q9NZ08; recombinant ERAP1, Leu-AMC fluorescence, 60 min; inhibition, % at 10.7 µM; 340,000 compounds, 0.15% hits;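 active means mean replicate inhibition of at least 30%, or all replicates individually reaching that 30% level; inactive means mean below 30% and not every replicate reaching it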;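 further: 0% = neutral control wells and 100% = L-leucinethiol positive control wells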
Target sequence (Q9NZ08 whole entry, looked up): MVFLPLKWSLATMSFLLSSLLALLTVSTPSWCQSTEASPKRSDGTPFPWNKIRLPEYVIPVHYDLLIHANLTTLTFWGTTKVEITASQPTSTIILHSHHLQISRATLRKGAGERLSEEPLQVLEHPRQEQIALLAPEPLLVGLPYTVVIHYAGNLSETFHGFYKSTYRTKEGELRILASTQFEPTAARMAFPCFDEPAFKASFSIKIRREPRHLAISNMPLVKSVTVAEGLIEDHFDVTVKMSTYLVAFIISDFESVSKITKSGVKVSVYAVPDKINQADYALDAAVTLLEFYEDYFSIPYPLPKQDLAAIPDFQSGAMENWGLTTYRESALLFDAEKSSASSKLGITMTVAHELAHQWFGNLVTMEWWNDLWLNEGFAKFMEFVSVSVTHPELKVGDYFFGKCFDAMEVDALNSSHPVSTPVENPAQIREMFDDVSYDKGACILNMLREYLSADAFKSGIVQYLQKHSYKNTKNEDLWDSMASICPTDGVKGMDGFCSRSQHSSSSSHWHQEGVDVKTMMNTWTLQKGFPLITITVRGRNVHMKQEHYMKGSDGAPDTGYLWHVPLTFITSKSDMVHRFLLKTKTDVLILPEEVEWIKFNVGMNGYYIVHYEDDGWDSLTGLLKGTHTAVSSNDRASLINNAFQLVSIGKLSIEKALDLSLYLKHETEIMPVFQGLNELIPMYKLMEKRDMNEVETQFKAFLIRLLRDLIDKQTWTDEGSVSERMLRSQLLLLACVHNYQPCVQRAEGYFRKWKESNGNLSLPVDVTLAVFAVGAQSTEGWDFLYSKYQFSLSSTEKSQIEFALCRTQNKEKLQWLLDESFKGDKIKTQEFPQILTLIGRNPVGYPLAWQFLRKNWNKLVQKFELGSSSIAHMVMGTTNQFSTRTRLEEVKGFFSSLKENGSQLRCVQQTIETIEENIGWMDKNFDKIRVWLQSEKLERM
FN deposition inh = inhibitors of fibronectin matrix deposition, primary screen, AH1F cells, Alexa488-fibronectin fluorescence, plate reader | AH1F fibroblasts, overnight | 350,000 compounds, 0.086% hits | inhibition, % at 12.6 µM;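 active means mean inhibition across replicates of 30% or more, regardless of how many single replicates reach that level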;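 further: positive control wells lacked labelled fibronectin entirely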
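test system = AH1F fibroblasts assembling fluorescent fibronectin matrix | quantity = 10000 AH1F cells per well | buffer or medium = DMEM plus 2% serum, read in PBS | doses = single dose, pinned | incubation = 1 h cell attachment, overnight exposure to compound and label | detection = fluorescence at 485 nm excitation, 525 nm emission | read-out basis = inhibition from reduced deposited-fibronectin fluorescence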
PglD inh = C. jejuni PglD acetyltransferase inhibitors, primary screen, biochemical, DTNB colorimetric, single point; UDP-N-acetylbacillosamine N-acetyltransferase PglD (Campylobacter jejuni); purified PglD enzyme, DTNB colorimetric CoA detection; inhibition, % at 12.5 µM; 360,000 compounds, 0.098% hits; in the data active means inhibition above about 16%, passing the limit was not always enough; further: strong numbers were not always called active
PAX8 inh HTS = inhibitors of PAX8-driven TPO luciferase reporter, primary screen, RMG-I cells, single concentration; SteadyGlo, 24 h; inhibition, % at 12.6 µM; 360,000 compounds, 1.2% hits;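 active means mean replicate inhibition at least 60% with every replicate also reaching 60%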;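 further: luciferase light reporting Pax8 driven TPO promoter activity; plate controls were median of neutral control wells for no effect and mitoxantrone controls for full effect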
EWS-Fli inh = EWS/Fli-driven NR0B1 reporter inhibitors, primary screen, A673 cells, NR0B1 luciferase, luminescence, MLPCN library | viability-normalised | inhibition, % at 12.6 µM | 350,000 compounds, 0.67% hits | AID 651661, 2012;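 active means mean inhibition of at least 50% after viability correction, with every replicate also passing that limit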;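 further: firefly luciferase signal divided by Alamar Blue viability fluorescence both relative to DMSO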
PGC1a acetyl inh = inhibitors of PGC1a acetylation signal, primary screen, cell-based, U2OS, AlphaScreen, inhibitor mode; AlphaScreen anti-acetyl-lysine; with virally co-expressed GCN5 acetyltransferase; inhibition, % at 15.6 µM; 350,000 compounds, 0.17% hits;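 active means every replicate shows inhibition of at least 40%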;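 further: 0% = neutral control wells and 100% = positive control wells; some results beyond the cut were filed as inactive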
Starred values were filed as active, the others as inactive; nt = no result given.

structure	S100A4 inh HTS	LGR2 inh	ERAP1 HTS inh	FN deposition inh	PglD inh	PAX8 inh HTS	EWS-Fli inh	PGC1a acetyl inh
CCCNC(=O)C[C@@H]1CC[C@H]2[C@H](COc3ccc(NC(=O)Nc4ccccc4F)cc3C(=O)N2C)O1	8.6	-5.3	0.7	-6.2	-2.9	7.2	-31.0	-1.5
Cc1ccc(-c2nnc(SCC(=O)N3CC(C)CC(C)C3)o2)cc1C (centres undefined)	8.6	15.4	-0.9	8.0	-4.8	-3.2	-5.0	nt
COc1cccc(NC(=O)CN(C)C(=O)c2ccccc2OCc2c(C)noc2C)c1	-5.9	-9.6	-2.8	3.3	nt	2.8	5.1	nt
CC1CCC(NC(=O)c2cccc(S(=O)(=O)N3CCOCC3)c2)CC1 (centres undefined)	6.0	-10.5	-0.3	3.7	-2.6	-47.2	-10.3	2.9
O=S(=O)(Nc1nc2ccccc2nc1Cl)c1ccccc1	3.0	2.1	-0.7	2.3	5.8	12.4	0.0	3.5
CSc1nsc(SCC(=O)Nc2ccccc2F)n1	-0.4	-5.5	-3.5	-0.3	-0.8	-45.8	-55.3	nt
C#CCN(C[C@@H]1[C@@H](OC(=O)NCc2ccco2)[C@@H](OC(=O)NCc2ccco2)Cn2c(=O)n(CCCCCC)c(=O)n21)S(=O)(=O)c1ccc(C)cc1	10.1	11.4	0.5	-4.8	-6.7	34.5	0.1	24.5
CC(=O)N1CC2(C1)[C@H](c1ccccc1)[C@H](CO)N2Cc1ccccc1F	nt	-2.5	nt	nt	nt	-1.5	-4.9	12.3
CC(C)(C)OC(=O)NCc1ccc(CNC(=O)c2nc[nH]c2C(=O)NCc2ccc(CNC(=O)OC(C)(C)C)cc2)cc1	-20.0	7.0	-4.6	0.1	-1.4	54.6	4.1	-13.6
COc1ccc(N2CCN(C(=O)[C@H](Cc3c[nH]c4ccccc34)NC(C)=O)CC2)cc1	6.4	-20.2	2.5	-1.3	nt	17.4	-12.3	nt
CCCC(=O)N1CCC1(C)C(=O)Nc1ccc2c(c1)OCCO2 (centres undefined)	-0.1	-6.9	-4.2	4.4	-1.2	-5.9	1.0	nt
O=C(C[C@@H]1CC[C@@H]2[C@H](COC[C@H](O)CN2C(=O)Nc2ccc(F)cc2)O1)NC1CCC1	14.8	-4.8	0.6	-3.3	0.4	nt	nt	1.4
Cc1ccc(CNS(=O)(=O)c2c(C)[nH]c(=O)[nH]c2=O)cc1	-0.6	-12.4	-0.7	4.6	5.6	-46.3	2.4	5.5
CC(NC(=O)CN(C)CC(=O)Nc1cccc(F)c1)c1ccccc1 (centres undefined)	0.2	4.6	3.5	2.8	-1.3	1.0	-0.5	-7.0
O=C(Nc1ccc(S(=O)(=O)N2CCCCC2)cc1)c1ccccc1Cl	nt	nt	nt	-0.7	-1.9	8.2	nt	-6.3
CSc1ccc(CN(C)CC(=O)NC(=O)NCCC2=CCCCC2)cc1	-27.3	16.9	-1.3	1.2	-0.8	12.4	-2.9	nt
O=C1c2ccccc2S(=O)(=O)N1CC1CC(c2ccc(Cl)cc2)=NO1 (centres undefined)	nt	-39.4	nt	-9.4	-3.2	-122.8	nt	nt
O=C(CSc1n[nH]c(=O)n1C1CC1)Nc1ccccc1	-2.6	8.2	-2.5	-2.1	1.2	3.8	-0.3	6.0
O=C(NCCO[N+](=O)[O-])c1cccnc1	2.4	-1.4	1.4	-3.5	1.3	-22.1	-26.7	4.5
O=C(Nc1cc(S(=O)(=O)N2CCOCC2)ccc1-n1cncn1)c1ccc(Cl)cc1	-0.5	5.3	-4.0	2.5	-6.8	1.4	5.1	-12.4
CN(C)c1ccc(NC2=C(Cl)C(=O)c3ccccc3C2=O)cc1	-1.4	48.7	6.3	22.5	-1.3	33.6	36.3	nt
CSCCC(NS(=O)(=O)Cc1ccccc1)C(=O)NNc1ccccc1 (centres undefined)	-3.9	-5.1	-5.6	6.1	nt	-0.3	-2.3	nt
CO[C@@H]1CN(C)C(=O)c2ccc(NC(=O)Nc3ccccc3F)cc2OC[C@@H](C)N(Cc2ccccc2C(=O)O)C[C@H]1C	-40.6	19.0	1.1	2.4	-3.6	nt	-22.4	1.7
C[C@H]1CN([C@@H](C)CO)C(=O)c2cc(NC(=O)C3CC3)ccc2O[C@@H]1CN(C)C(=O)Nc1ccccc1	3.4	10.3	-1.8	nt	-0.7	-17.4	-14.8	nt
CCOC1=C2[C@@H](CN(S(=O)(=O)c3ccc(C)cc3)[C@H]2c2ccccc2F)[C@H]2C(=O)N(c3ccccc3)C(=O)[C@H]2C1	1.8	-27.2	-1.5	nt	5.2	-3.6	-5.6	-9.7

(more compounds)
structure	S100A4 inh HTS	LGR2 inh	ERAP1 HTS inh	FN deposition inh	PglD inh	PAX8 inh HTS	EWS-Fli inh	PGC1a acetyl inh
COc1cccc(S(=O)(=O)Nc2ccc3c(c2)OC[C@@H](C)N(C(=O)Cc2cccnc2)C[C@@H](C)[C@H](OC)CN(C)C3=O)c1	nt	21.5	nt	6.7	3.5	-12.7	2.3	1.2
C[C@@H]1CN([C@H](C)CO)C(=O)Cc2cc(NC(=O)Nc3ccc4c(c3)OCO4)ccc2O[C@@H]1CN(C)Cc1ccc(Cl)c(Cl)c1	3.8	-7.6	-0.7	nt	-1.0	8.3	-18.8	-6.8
COc1ccc(C=O)cc1Cn1c(C)cc(C)c(C#N)c1=O	0.1	-18.1	6.3	nt	1.4	-0.8	-4.7	nt
COc1ccc(NC(=O)Nc2ccc3c(c2)C(=O)N([C@@H](C)CO)C[C@@H](C)[C@@H](CN(C)S(=O)(=O)c2ccccc2)O3)cc1	-1.3	-0.4	-0.9	nt	1.2	nt	0.1	-0.9
N=c1c2c(ncn1CCCO)Oc1ccc3ccccc3c1C2c1ccccc1 (centres undefined)	2.1	13.4	-0.2	-1.4	-1.5	12.5	16.0	4.1
Cc1ccc2cc(C)c(SCC(=O)NCC3CCCO3)nc2c1 (centres undefined)	-2.2	4.9	0.5	1.2	nt	19.5	1.5	nt
O=C(Nc1ccc(Br)cc1)NC1CCCCCCC1	-2.8	-73.2	-0.2	11.0	3.4	-228.1	-135.9	-0.7
CSc1ccc(C(=O)Nc2cc(S(=O)(=O)N3CCOCC3)ccc2N2CCOCC2)cc1[N+](=O)[O-]	-5.1	-12.4	-1.1	-12.3	-2.8	10.2	18.1	4.5
O=C(NCCCN1C(=O)c2ccccc2C1=O)OCc1ccccc1	4.5	9.9	0.2	10.9	nt	-1.2	-3.6	12.7
C/C=C/c1cnc2c(c1)C(=O)N([C@H](C)CO)C[C@H](C)[C@H](CN(C)C(=O)Cc1cccnc1)O2	29.0	-15.5	-1.8	nt	-3.1	1.6	8.6	0.8
CC(C)c1cc(Cn2c3ccccc3c(=O)n2C(C)Cn2cc(CCc3ccccc3)nn2)on1 (centres undefined)	-7.1	-2.0	0.3	4.6	nt	-12.0	-1.0	nt
CNC(=O)c1[nH]cnc1C(=O)N[C@@H](CC(C)C)C(=O)OCc1ccccc1	nt	17.2	nt	-6.1	-4.7	-17.1	9.2	nt
CC(C)(C)c1ccc(-n2ncc3c2CCCC3NC(=O)c2ccco2)cc1 (centres undefined)	-1.2	5.2	-1.5	nt	nt	11.6	21.1	nt
Cc1noc(C)c1NC(=O)N[C@H]1CC[C@@H](CCNC(=O)C2CCOCC2)O[C@H]1CO	7.1	9.6	-2.2	nt	2.6	3.6	-5.6	-5.2
O=C(CNC(=O)c1ccco1)N=Nc1c(O)[nH]c2ccc(Br)cc12	4.6	-3.8	10.7	12.1	-4.3	-8.2	5.4	-4.2
Cc1ccc(C)c(NC(=O)c2nnn(Cc3ccccc3C)c2N)c1	nt	nt	nt	-16.7	-1.1	5.7	nt	-3.0
COc1ccc(C(c2nnnn2CCc2ccccc2)N2CCN(C3CCCC3)CC2)cc1 (centres undefined)	nt	nt	nt	0.2	2.6	15.1	nt	-9.0
Cc1noc(C)c1NC(=O)N(C)C[C@@H]1Oc2c(NS(=O)(=O)c3cccs3)cccc2C(=O)N([C@@H](C)CO)C[C@H]1C	-3.7	-6.5	-2.2	-3.3	-2.1	nt	-3.3	6.2
CCC(CCC(=O)Nc1cccc([N+](=O)[O-])c1)C(=O)O (centres undefined)	-1.6	-1.6	2.1	4.9	-1.7	28.3	2.0	10.7
CN(C(=O)CSc1ncccn1)C1CCS(=O)(=O)C1 (centres undefined)	-9.4	12.6	0.7	3.1	2.9	6.0	2.6	-2.8
Cc1ccc(NC2=NC(c3ccc(F)cc3)n3c(nc(C)cc3=O)N2)c(C)c1 (centres undefined)	-7.5	-9.4	4.7	-5.1	6.0	15.2	-0.5	5.7
COc1ccccc1C#Cc1ccc([C@@H]2[C@@H](C#N)N(C(=O)C3CCC3)[C@@H]2CO)cc1	0.3	-3.5	0.9	16.6	-0.4	-5.9	17.8	-4.1
C[C@H](CO)N1C[C@H](C)[C@@H](CN(C)C(=O)CN(C)C)Oc2cc(C#CCC3CCCC3)ccc2S1(=O)=O	-6.6	22.1	1.7	-0.1	0.9	28.1	25.9	-0.9
CC1(C(=O)O)CCCN(C(=O)c2ccc(OC(F)F)cc2)C1 (centres undefined)	-2.8	-11.2	1.1	2.2	0.3	-13.0	-9.9	9.8
CC(C)C(=O)Nc1ccc(NC(=O)c2ccc(COc3ccccc3)cc2)cc1	-9.4	-8.0	-2.3	-0.8	1.6	-61.7	10.6	-7.8
CCn1c2c(c(=N)c3ccccc31)CCC2	-16.0	-10.5	2.1	-14.2	nt	41.3	9.1	0.3
Cc1ccc2cc(CN(Cc3ccco3)C(=S)NCC3CCCO3)c(=O)[nH]c2c1C (centres undefined)	-0.1	0.4	-1.1	-12.4	1.2	11.1	0.2	-5.7
Cc1nc(NC(=O)CC(C)C)sc1-c1csc(Nc2ccc(Cl)cc2)n1	-9.2	-26.0	3.1	9.0	5.2	-10.7	-2.3	0.3

Arranged by the number under PglD inh (high to low): 4 from the list above.
| molecule | S100A4 inh HTS | LGR2 inh | ERAP1 HTS inh | PglD inh | PGC1a acetyl inh |
| --- | --- | --- | --- | --- | --- |
| C[C@H](CO)N1C[C@H](C)[C@@H](CN(C)C(=O)CN(C)C)Oc2cc(C#CCC3CCCC3)ccc2S1(=O)=O | -6.6 | 22.1 | 1.7 | 0.9 | -0.9 |
| CCC(CCC(=O)Nc1cccc([N+](=O)[O-])c1)C(=O)O (centres undefined) | -1.6 | -1.6 | 2.1 | -1.7 | 10.7 |
| Cc1noc(C)c1NC(=O)N(C)C[C@@H]1Oc2c(NS(=O)(=O)c3cccs3)cccc2C(=O)N([C@@H](C)CO)C[C@H]1C | -3.7 | -6.5 | -2.2 | -2.1 | 6.2 |
| O=C(CNC(=O)c1ccco1)N=Nc1c(O)[nH]c2ccc(Br)cc12 | 4.6 | -3.8 | 10.7 | -4.3 | -4.2 |

Filtered by structure, those above with a cyano group
structure	S100A4 inh HTS	LGR2 inh	ERAP1 HTS inh	FN deposition inh	PglD inh	PAX8 inh HTS	EWS-Fli inh	PGC1a acetyl inh
COc1ccc(C=O)cc1Cn1c(C)cc(C)c(C#N)c1=O	0.1	-18.1	6.3	nt	1.4	-0.8	-4.7	nt
COc1ccccc1C#Cc1ccc([C@@H]2[C@@H](C#N)N(C(=O)C3CCC3)[C@@H]2CO)cc1	0.3	-3.5	0.9	16.6	-0.4	-5.9	17.8	-4.1

Compound activity deposited in PubChem BioAssay by Broad Institute.

Outcome played no part in choosing rows. Share with any hit: about 2.1%.
